# aSyn 5UTR inh: MLPCN primary screen, SNCA 5' untranslated region | alpha-synuclein 5'UTR reporter, inhibitor activity | inhibition, % (tested at 7.5 µM) | 0.82% of 300,000 active; in the data active = inhibition above about 60%;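 also: H4 neuroglioblastoma cells stably carrying SNCA 5'UTR luciferase fusion; 0% = DMSO wells and 100% = positive control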
# HSP90 refold inh: HSP90 refolding inhibition in rabbit reticulocyte lysate; luciferase refolding luminescence, 3 h; inhibition, % at 5.6 µM; 0.91% of 290,000 active; AID 1789;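 active = inhibition above the screen-wide mean plus 3 SD, computed separately per campaign, cut at about 16% in these data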;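 also: 0% = DMSO wells and 100% = 60 µM geldanamycin wells; inhibitors lower the luminescence because luciferase stays unfolded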
# AI-2 QS modul: modulators of Vibrio harveyi AI-2 quorum sensing system. Vibrio harveyi JMH597 AI-2 luminescence/OD600 ratio, 9 h; active compounds read low; strain lacks LuxN and CqsS sensors; 0 = neutral-control median. activity change, % at 7.5 µM. 0.4% of 300,000 active. AID 2094; in the data active = activity change below about -75%, passing the limit was not always enough;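 also: luminescence divided by OD600 gain over 9 h not by final OD600 alone; inactives centre near 13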
# GSK3beta inhib: human GSK3beta kinase inhibition; activity score (negative = inhibition), % at 10 µM; GST-GSK3beta kinase, ADP-Glo luminescence, 60 min; active compounds read low; 0.038% of 300,000 active; P49841; AID 2097;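 active = more than half of replicate wells score below -50%, meaning over 50% inhibition versus plate controls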;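 also: 0% = median DMSO wells and -100% = median GW8510 positive control wells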
# Target sequence (P49841 whole entry, looked up): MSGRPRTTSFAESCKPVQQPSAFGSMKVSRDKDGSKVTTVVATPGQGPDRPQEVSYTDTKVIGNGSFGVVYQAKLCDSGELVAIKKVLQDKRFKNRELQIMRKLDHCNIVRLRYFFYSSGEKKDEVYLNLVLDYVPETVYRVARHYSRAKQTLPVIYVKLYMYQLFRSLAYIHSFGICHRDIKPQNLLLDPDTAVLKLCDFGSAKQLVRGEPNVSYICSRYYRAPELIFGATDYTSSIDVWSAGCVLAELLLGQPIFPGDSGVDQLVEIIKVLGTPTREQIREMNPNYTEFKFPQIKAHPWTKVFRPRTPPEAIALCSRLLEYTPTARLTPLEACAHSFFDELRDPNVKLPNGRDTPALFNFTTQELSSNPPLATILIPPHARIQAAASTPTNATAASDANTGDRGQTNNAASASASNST
#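 Test system: GST-tagged human GSK3beta kinase, cell-free; evaluation: activity score scaled between in-plate DMSO and GW8510 controls; measured by: ADP-Glo luminescence; incubation: 60 min reaction, RT; benchmarks: DMSO and 20 µM GW8510; reagent: peptide substrate plus 25 µM ATP (final); medium: Tris/MgCl2 kinase buffer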
# HSF1 inhib: HSF1 inhibition. AID 2098. activity change, negative = inhibition, % at 7.5 µM (by protocol). 0.77% of 300,000 active. NIH3T3-HGL HSE-luciferase, MG132-induced, luminescence 8 h; active compounds read low;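 active = more than half of replicate wells show activity change below -50%, luminescence cut by over half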;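 also: luciferase reports HSF-1 transcriptional activity via heat shock element; 0% = median of DMSO wells and -100% = zero luminescence signal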
# IEC-6 cytotox: IEC-6 cytotoxicity, counter-screen for KLF5 inhibitors. luminescence viability. inhibition, % at 5 µM. 0.78% of 290,000 active. AID 1825; in the data active = inhibition above about 22%;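 also: 0% = plate median of test compound wells and 100% = cytotoxic reference compound wells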
# KLF5 inhibitor: inhibitors of KLF5 expression. DLD-1 KLF5 promoter-luciferase reporter, luminescence. inhibition, % at 5 µM. 0.23% of 290,000 active;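 active = inhibition above a per-plate limit of that plate's mean compound inhibition plus 3 SD, cut at about 60% in these data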;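 also: 0% = DMSO wells and 100% = LY294002 at 200 µM; higher means less KLF5 promoter-driven luciferase light; inactives centre near -14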
# HSF1 activator: increases HSF-1 driven luciferase reporter signal | NIH3T3-HGL HSF-1 luciferase reporter, MG132, 8 h; 100% = twice DMSO control signal | activation, % at 9 µM | 1.7% of 300,000 active;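 active = mean replicate activation of at least 50% with a set share of replicates each reaching 50%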;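 also: 0% = median of the neutral control wells and 100% = twice that signal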
# GSK3 alpha inh: blocks human GSK-3 alpha kinase. ADP-Glo luminescence, 60 min. inhibition, % at 10 µM. 0.1% of 320,000 active. AID 2650;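 in the data active = inhibition above about 50%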;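 also: GST-tagged GSK-3 alpha with peptide substrate and 25 µM ATP; 0% = DMSO neutral wells and 100% = GW8510 positive control wells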
# Target sequence (P49840 whole entry, looked up): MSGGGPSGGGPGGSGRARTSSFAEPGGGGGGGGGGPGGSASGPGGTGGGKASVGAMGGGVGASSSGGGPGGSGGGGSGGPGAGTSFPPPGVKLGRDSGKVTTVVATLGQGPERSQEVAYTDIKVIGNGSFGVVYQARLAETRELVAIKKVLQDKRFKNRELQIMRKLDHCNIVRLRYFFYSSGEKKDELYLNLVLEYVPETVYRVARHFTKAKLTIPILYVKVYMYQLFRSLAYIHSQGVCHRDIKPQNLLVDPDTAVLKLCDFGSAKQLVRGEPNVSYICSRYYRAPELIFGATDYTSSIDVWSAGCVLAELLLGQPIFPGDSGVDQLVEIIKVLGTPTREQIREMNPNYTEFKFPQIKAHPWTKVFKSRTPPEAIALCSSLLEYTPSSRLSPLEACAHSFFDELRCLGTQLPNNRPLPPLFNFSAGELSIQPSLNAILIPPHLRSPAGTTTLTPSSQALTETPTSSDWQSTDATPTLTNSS
# HIF activator: HIF pathway transcriptional activation. U2OS HRE-luciferase reporter, luminescence; normalized: DMSO 0%, desferrioxamine 100%. 0.32% of 300,000 active. AID 1910. activation, % at 7.5 µM (by protocol);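 active = mean activation of at least 10% of the iron chelator positive control signal, with at least half of replicates also reaching 10%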
# * marks the source's active call; other numbers are inactive results; x = not tested or not shown.
SMILES,aSyn 5UTR inh,HSP90 refold inh,AI-2 QS modul,GSK3beta inhib,HSF1 inhib,IEC-6 cytotox,KLF5 inhibitor,HSF1 activator,GSK3 alpha inh,HIF activator
Nc1nc(-c2ccc3c(c2)NC(=O)CO3)cs1,-44,0,18,-7,-6,2,-13,7,1,0.0
Cn1c(SCC(=O)c2cccs2)nnc1-c1ccco1,-28,8,41,3,5,-4,-47,21,-2,0.5
Cn1c(=O)[nH]c(=O)c2c1nc(N)n2Cc1ccccc1,-4,1,21,-7,0,2,-27,14,-2,-0.1
CCOCCCn1c(=S)[nH]c2cc(C(=O)N3CCN(C4CCCCC4)CC3)ccc2c1=O,-4,0,9,2,-2,4,-11,2,8,0.1
CCc1cccc(CC)c1NC(=O)COC(=O)/C(C#N)=C/c1ccc(OC)cc1,2,-3,10,-2,2,4,-39,6,-1,-2.5
Cc1ccc(NC(=O)CCc2c(C)nc3ncnn3c2C)nc1,16,0,19,0,-1,-4,-8,6,12,0.2
Cn1c(Cc2csc(N)n2)nnc1SC/C=C/c1ccccc1,-14,-2,4,2,2,-2,8,16,-3,0.3
COCCNS(=O)(=O)c1ccc(SC)cc1,4,2,18,4,9,3,-12,-10,0,0.5
CCc1ccc(OC2=NS(=O)(=O)c3ccccc32)cc1,0,2,14,2,-1,0,-12,2,x,0.7
COc1cccc(/C=N/NC(=O)c2nc(-c3ccccc3)cc(-c3ccccc3)n2)c1,-7,-2,2,3,-6,-5,-30,3,1,-0.5
Cc1oc(-c2ccc(Cl)cc2)nc1CS(=O)CC(=O)NCc1ccco1 (stereo not drawn),9,-5,x,-1,1,-13,-16,-6,-3,0.4
COc1cccc(OC)c1NC(=O)CN(C)S(=O)(=O)c1ccc2c(c1)OCCO2,22,-2,31,-2,-4,4,-4,-1,1,0.0
O=C(NCc1ccccc1)c1c(O)c2ccccc2[nH]c1=O,-34,-3,11,2,-4,4,-21,-11,-2,-1.3
O=c1[nH]ncc(N2CCCCC2)c1Cl,0,10,20,-7,-6,3,-23,14,14,-0.4
O=C(NCC(c1cccs1)N1CCOCC1)c1cc(-c2ccc(F)cc2)nc2ccccc12 (stereo not drawn),-23,8,25,3,0,2,-15,-1,-1,-0.6
CC(C)(C)c1ccccc1NC(=O)NC1CCN(Cc2c(F)cccc2Cl)CC1,16,1,7,-2,-43,-2,-1,-55,0,-0.5
CC/C(=N\NC(=O)c1ccc(CN(C)S(=O)(=O)c2ccc(C)cc2)cc1)c1ccc(OC(F)F)cc1,9,1,32,3,-8,-9,6,4,-1,-1.0
CC1CCCC(C)N1C(=O)COC(=O)c1ccc2c(c1)OCO2 (stereo not drawn),-17,3,16,-1,2,-1,-42,0,-1,1.2
O=C(CSC1=NC(=O)C(Cc2ccccc2)C(=O)N1)Nc1ncc(Br)cc1Br (stereo not drawn),-12,-1,0,0,-32,-2,-3,-45,-3,0.3
O=C(NCCCN1CCOCC1)c1ccc(NS(=O)(=O)c2ccccc2)cc1,-9,-5,14,1,-4,-2,-37,-4,0,-0.2
CCOC(=O)c1cnc2cc(C)ccn2c1=O,-9,3,25,-2,-7,0,-2,6,1,0.5
CC(=O)N1CCN(CC(c2ccccc2)c2ccccc2)CC1,-2,0,-3,2,-3,-1,-14,13,0,0.0
CC(CCc1ccccc1)NC(=O)CN(C)Cc1ccc(F)cc1 (stereo not drawn),-2,-2,10,4,4,-3,-19,-11,0,-0.2
O=C(CSc1nnc(COc2ccc(Br)cc2)o1)N1CCOCC1,2,4,-8,-7,0,0,-24,-7,8,-0.1
O=C1C2CCCN2C(=O)N1CCCCN1CCN(c2ccccc2)CC1 (stereo not drawn),2,-1,29,1,-17,0,18,-9,-1,0.7
CCOC(=O)Cc1cc(=O)[nH]c(Nc2nc3ccccc3o2)n1,-83,1,23,-1,-1,-1,6,10,-1,0.2
O=S(=O)(c1cc(F)ccc1F)N1CCN2CCCC2C1 (stereo not drawn),-6,-6,20,4,0,6,-10,-14,-1,-3.0
Cc1ccc(S(=O)(=O)N(C)c2c(C)ccc(S(=O)(=O)Nc3ccncc3)c2C)cc1,4,1,30,2,-13,-3,-20,1,-1,-0.3
O=C(NCCc1cccs1)C1CC(c2ccccc2[N+](=O)[O-])=NO1 (stereo not drawn),-93,-7,15,1,7,-4,-76,25,0,5.2
Cc1ccc(SC(C)C(=O)NCC(C)C)cc1 (stereo not drawn),1,-3,20,-5,-2,-9,-36,-9,3,0.2
Cc1csc(C(=O)NCC(=O)NNC(=O)c2cccc(Cl)c2)c1,-2,-5,12,1,-7,-8,-52,-4,-1,-0.4
Fc1ccc(N2CCN(C(=S)NCC3CCCO3)CC2)cc1 (stereo not drawn),-13,-1,34,2,6,-7,-20,7,0,-0.7
O=C(c1cc2ccccc2o1)N1CCN(c2ccccn2)CC1,-13,-6,9,-1,-5,0,-10,13,1,0.5
Cc1ccc(OCCCC(=O)N(C)CC(=O)Nc2ccccc2Br)cc1,17,x,-5,0,3,x,x,16,-1,0.9
NC(=O)c1c[nH]c2ccccc12,-12,0,4,1,-1,-4,-7,-3,-4,0.3
COC(=O)c1sccc1NC(=O)c1c(F)c(F)c(F)c(F)c1F,17,x,1,1,-4,x,x,-11,2,2.4
CSc1ccc(C(=O)NC2CCSc3ccccc32)cc1 (stereo not drawn),-23,-2,x,x,12,-2,0,-6,-2,0.5
Cc1ccccc1Nc1nnc(C)c(=O)n1N,7,-1,10,1,-6,-3,-34,3,-1,0.1
COc1ccc(N2C(=O)CCC(C(=O)NCc3ccccn3)C2c2ccc(F)cc2)cc1 (stereo not drawn),-1,2,-1,-2,-4,-3,-13,5,-1,-0.7
CNC(=S)N/N=C(\C)c1ccc(C)c(C)c1,21,1,21,2,-6,-6,-22,-18,-1,0.5
COC(=O)C1=C(C(=O)OC)[C@@H]2N(C)c3ccc(OC)cc3[C@@]23C[C@@H](C(=O)OC)N(C(=O)c2cccs2)C3=N1,2,0,-3,0,-2,6,-11,-19,-3,1.0
CCN(CC(=O)Nc1ccc(NC(C)=O)cc1)C(=O)c1n[nH]c(=O)c2ccccc12,2,1,23,-1,-12,-5,2,-6,-1,0.2
O=C(c1ccc(CNS(=O)(=O)c2ccc(Br)cc2)cc1)N1CCCCC1,-3,4,17,2,0,9,-13,-20,5,-0.6
CN(C)CCNC(=O)Nc1ccc([N+](=O)[O-])cc1,-6,3,-3,-6,1,-1,1,-13,1,-1.3
CC/C(=N\NC(=O)Cc1ccc(Br)cc1)c1cccs1,4,1,5,4,-7,1,-31,19,0,-1.2
O=C(NC1CCCCC1)[C@H](O)[C@@H](O)C(=O)NC1CCCCC1,-32,-2,-1,1,-3,-2,-15,-4,-1,-0.2
O=C(Nc1cccnc1)c1sc2cccc(F)c2c1Cl,-166,-3,12,-3,8,3,-83,28,-1,6.3
CCCCCc1nnc(N)s1,2,-6,34,-2,-3,-3,-1,-2,-1,0.2
CC(=O)c1c(Cl)nc2cccc3c2c1-c1ccccc1C3=O,0,1,13,4,-6,-1,12,-7,0,-0.8
CC1CCCC(NC(=S)NC(=O)c2cncc(Br)c2)C1C (stereo not drawn),10,4,15,0,-8,2,-26,-11,-3,-0.1
Cc1ccc(S(=O)(=O)c2c(C)cc(C)nc2N2CCOCC2)cc1,18,1,7,5,-5,6,-14,5,-3,-0.3
CCCSc1nnc(C(C)C)n1N,5,0,4,3,-8,2,-26,-3,-4,-0.1
Cc1c(C(=O)Nc2cnccn2)oc2ccccc12,-107,-3,44,1,5,15,-39,8,-5,4.7
COc1cccc(CN2CCN(S(=O)(=O)c3ccc(NC(C)=O)cc3)CC2)c1OC,-17,3,34,-2,-1,2,-9,-19,-2,-1.0
CSCC[C@H](NC(=O)N1CCn2c1nc1ccccc12)C(=O)NCc1ccc2c(c1)OCO2,24,2,-4,2,2,10,-12,-7,-1,1.0
O=C(CSc1nnc(-c2ccco2)o1)NC(=O)Cc1ccccc1,2,2,x,x,-11,0,-34,-28,2,-0.3
Cc1ccc(NC(=O)C2CC(=O)Nc3ncnn32)cc1Cl (stereo not drawn),15,-2,13,4,-4,-3,-25,-3,-3,-1.4
Cc1nc(C)c(C(=O)OCC(=O)N2CCN(c3ccccc3)CC2)s1,-11,0,14,-5,1,-2,-19,-2,-3,-0.4
COc1ccc(Cl)cc1-c1nc(SCC(=O)NCCN2C(=O)CSC2=O)n[nH]1,-14,2,20,2,-8,-4,-27,-5,3,-0.2
Cc1cc(/C=N/NC(=O)C(O)(c2ccccc2)c2ccccc2)c(C)n1-c1cccc(C(=O)O)c1,-5,2,3,1,-2,-1,-30,-15,-2,-0.5

# Random excerpt: two compounds from above
SMILES,aSyn 5UTR inh,HSP90 refold inh,AI-2 QS modul,GSK3beta inhib,HSF1 inhib,IEC-6 cytotox,KLF5 inhibitor,HSF1 activator,GSK3 alpha inh,HIF activator
Cn1c(SCC(=O)c2cccs2)nnc1-c1ccco1,-28,8,41,3,5,-4,-47,21,-2,0.5
Cn1c(Cc2csc(N)n2)nnc1SC/C=C/c1ccccc1,-14,-2,4,2,2,-2,8,16,-3,0.3

# Further records
SMILES,aSyn 5UTR inh,HSP90 refold inh,AI-2 QS modul,GSK3beta inhib,HSF1 inhib,IEC-6 cytotox,KLF5 inhibitor,HSF1 activator,GSK3 alpha inh,HIF activator
CC(C)Nc1nc(Cl)nc(N(C#N)CN2C(=O)c3ccccc3C2=O)n1,-13,0,-3,2,153,-3,-17,204*,1,-4.7
O=C(O)c1ccc(S(=O)(=O)Nc2ccc(F)c(Cl)c2)cc1,-2,1,4,0,-8,9,7,-21,-2,-0.1
COc1cc(NC(=O)CCNS(=O)(=O)c2ccc3c(c2)CCC(=O)N3)cc(OC)c1,0,-5,22,0,-6,-5,-12,-7,0,-0.7
Cc1coc2cc3oc(=O)c(Cc4ccccc4)c(C)c3cc12,16,-4,-18,2,-8,-2,0,-8,1,-0.6
COc1cc(C=O)c(Cl)cc1OCC(N)=O,-5,-5,17,2,-5,-1,-45,13,11,-0.5
O=[N+]([O-])c1cccc(-c2noc3c2-c2nc(Cc4cccc5ccccc45)sc2CC3)c1,-18,x,1,2,-9,x,x,-26,-1,0.5
CC(C)(C)c1ccccc1NC(=S)NC1CCCC1,-3,1,7,-3,1,9,-10,17,-2,-0.5
COC(=O)CNC(=O)CNC(=O)c1nn(-c2ccc(OC)c(Cl)c2)c(=O)c2ccccc12,-4,3,26,-5,-5,0,-9,5,-1,-0.8
Cc1ccnc(N2C(=O)c3ccc([N+](=O)[O-])cc3C2=O)c1,0,2,10,1,-6,-6,-39,16,-1,0.2
O=C1CC(SC(=NCc2ccc3c(c2)OCO3)Nc2ccccc2)C(=O)N1c1ccccc1 (stereo not drawn),10,-2,28,0,6,-9,-9,17,-3,0.2
COc1cccc(C(=O)Nn2cnnc2)c1OC,5,9,-5,1,-3,4,-7,-6,-3,-0.5
CCn1c2ccccc2c2cc(CNCc3ccc(OC)cc3OC)ccc21,63*,9,12,-1,-2,3,-7,-8,10,-6.3
Cc1ccc(C(=O)N/C(=C\c2ccco2)C(=O)N2CC(C)OC(C)C2)cc1C (stereo not drawn),x,-5,21,-16,x,-2,-5,x,x,x

# High-throughput results as filed in PubChem.
